From PubChem BioAssay
Polio RdRp inh – poliovirus RNA polymerase inhibition. 150,000 compounds, 0.66% hits. poliovirus polymerase elongation, fluorescence polarization; active compounds read low. % elongation, % (compound at 16.7 µg/mL); in the data active = % elongation below about 90%; also: some results filed as inactive read as strong as hits
Target sequence (P03300 1749-2209 limits assumed): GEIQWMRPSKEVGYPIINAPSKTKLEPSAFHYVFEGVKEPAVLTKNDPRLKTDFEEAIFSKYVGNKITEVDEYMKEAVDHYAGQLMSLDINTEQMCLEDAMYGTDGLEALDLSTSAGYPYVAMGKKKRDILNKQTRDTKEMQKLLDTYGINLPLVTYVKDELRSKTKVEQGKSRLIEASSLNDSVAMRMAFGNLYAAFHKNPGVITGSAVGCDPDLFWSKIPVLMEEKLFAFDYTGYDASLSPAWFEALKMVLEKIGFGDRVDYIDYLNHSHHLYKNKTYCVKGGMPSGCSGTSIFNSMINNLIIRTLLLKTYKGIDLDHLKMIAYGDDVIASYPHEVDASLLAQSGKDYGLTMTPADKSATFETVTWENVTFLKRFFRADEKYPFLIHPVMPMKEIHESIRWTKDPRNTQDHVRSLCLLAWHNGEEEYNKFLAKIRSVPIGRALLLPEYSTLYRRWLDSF
Polio RdRp inh FP z-score – also measured in Polio RdRp inh; calls as there; z-score; measured here: FP z-score; hits read low
An asterisk follows results filed as active; & = joins results of further samples. The list is partial (hit frequency here may not be typical).

SMILES	Polio RdRp inh	Polio RdRp inh FP z-score
O=C(CSc1cccc[n+]1[O-])NC(=O)c1ccc(OC(F)F)cc1	109	0.8
Cc1cc(C)n2c(Nc3cccc(C(F)(F)F)c3)c(-c3ccsc3)nc2n1	110	-0.5
Cc1cc(NC(=O)c2ccc(Br)o2)cc(-c2nc3ccccc3o2)c1O	108	0.8
O=C(CC1SC(=O)NC1=O)Nc1cccc(C(F)(F)F)c1 (stereo unspecified)	95	-2
CC(c1nc2ccccc2c(=O)[nH]1)N(C)CCOc1ccc(Cl)cc1 (stereo unspecified)	116	1.7
CN(C)CCNC(=O)Cn1ncc2c(=O)oc3ccccc3c21	101	-0.6
Cc1cccc(-c2cc(NC(=O)c3ccccc3C)n(-c3ccccc3)n2)c1	106	-0.4
Cc1ccc(CCNC(=O)c2c(C)oc3ncnc(N4CCOCC4)c23)cc1	123	2.2
Cc1ccc(/C=C/S(=O)(=O)NCC(=O)O)cc1	98	-0.6
CN(Cc1ccccc1)S(=O)(=O)c1ccc(F)c(C(=O)Nc2cccc(Cl)c2Cl)c1	109	0.2
CC(C)(O)C#Cc1ccc(C(=O)N2CCCC2C(=O)O)s1 (stereo unspecified)	98	-1.2
O=C(Nc1ccccc1)N1CCCCC1c1cccnc1 (stereo unspecified)	99	-0.3
CC1=C(C(N)=O)C(c2ccccc2Br)n2ncnc2N1 (stereo unspecified)	109	0.7
CC(C)(C)C(=O)Nc1sccc1C#N	106	1.2
O=C(NCc1ccc(F)cc1)[C@H](CSCc1ccccc1)N1Cc2ccccc2C1=O	99	-1.6
O=C(c1cccc2c1C(=O)N(C1CCCCC1)C2)N1CCN(c2ccc(F)cc2)CC1	103	0.1
CCCN1C(=O)c2ccccc2CC1(C)C(=O)NC1CCCCC1 (stereo unspecified)	117	1.8
CCOc1ccc(S(=O)(=O)N2CCN(c3c(C)cccc3C)CC2)c2ccccc12	105	0.3
O=C(NCCc1ccccc1)c1cc(-c2ccccc2)c(N2CCOCC2)s1	102	0.1
CC1(C)CC(=O)C2=C(C1)NCN(Cc1ccccc1)C2	101	-0.1
Cc1ccc(-n2ccnc(NCCc3ccc(S(N)(=O)=O)cc3)c2=O)cc1	101	0.1
Cc1ccc(-c2cc(C(=O)N3CCN(S(=O)(=O)c4ccc(Br)s4)CC3)[nH]n2)cc1C	110	0.8
O=C(CSc1nc2ccsc2c(=O)n1Cc1ccccn1)c1ccccc1	104	1
CCN(CC)C(=O)C1CCN(Cc2cccc(OC)c2OC)CC1	102	0
C/C(N)=C(/C#N)C(=O)CSc1cc(C)ccc1C	102	0.1
Cc1ccc(O)c(C(=O)c2cc(-c3nc4ccccc4c(=O)[nH]3)n(C)c2)c1	102	0.1
CN1C(=O)C(C)(C)c2cc(S(=O)(=O)N3CCc4ccccc43)ccc21	101	-0.2
Cc1ccc(NC(=O)CN2C(=O)CCc3cc(S(=O)(=O)N4CCOCC4)ccc32)c(C)c1	110	0.9
NCc1ccc(OCc2ccc(F)cc2)cc1	102	0.1
CSc1nc(NNC(=O)c2ccco2)c2c3c(sc2n1)COC(C)(C)C3	106	1.3
COC(=O)c1ccc(NC(=O)CCOc2ccccc2)cc1	106	0.4
O=S(=O)(CCc1ccccc1)c1ccccc1	100	-0.1
COc1ccc(N2CCN(CCCNC(=O)C3CCCN(S(=O)(=O)c4c(C)noc4C)C3)CC2)cc1 (stereo unspecified)	106	2
CC1=C(C(=O)Nc2ccc(Cl)cc2C(=O)N2CCc3ccccc32)SCCO1	99	-1.1
Nc1c(S(=O)(=O)c2ccc(Cl)cc2)c2cnn(-c3ccccc3)c(=O)c2n1CCCN1CCOCC1	94	-1
CC(=O)N1CCc2c(sc3c2c(=O)n(CCc2ccccc2)c(=O)n3Cc2ccccc2C)C1	107	0.6

Part of the list above in order of heavy-atom count, ascending:
SMILES	Polio RdRp inh	Polio RdRp inh FP z-score
CC(C)(C)C(=O)Nc1sccc1C#N	106	1.2
Cc1ccc(/C=C/S(=O)(=O)NCC(=O)O)cc1	98	-0.6
C/C(N)=C(/C#N)C(=O)CSc1cc(C)ccc1C	102	0.1
CC1=C(C(N)=O)C(c2ccccc2Br)n2ncnc2N1 (stereo unspecified)	109	0.7
O=C(CC1SC(=O)NC1=O)Nc1cccc(C(F)(F)F)c1 (stereo unspecified)	95	-2
COC(=O)c1ccc(NC(=O)CCOc2ccccc2)cc1	106	0.4
CN(C)CCNC(=O)Cn1ncc2c(=O)oc3ccccc3c21	101	-0.6
CCN(CC)C(=O)C1CCN(Cc2cccc(OC)c2OC)CC1	102	0
CN1C(=O)C(C)(C)c2cc(S(=O)(=O)N3CCc4ccccc43)ccc21	101	-0.2
Cc1cc(NC(=O)c2ccc(Br)o2)cc(-c2nc3ccccc3o2)c1O	108	0.8
Cc1cc(C)n2c(Nc3cccc(C(F)(F)F)c3)c(-c3ccsc3)nc2n1	110	-0.5
CC1=C(C(=O)Nc2ccc(Cl)cc2C(=O)N2CCc3ccccc32)SCCO1	99	-1.1
Cc1ccc(-c2cc(C(=O)N3CCN(S(=O)(=O)c4ccc(Br)s4)CC3)[nH]n2)cc1C	110	0.8
O=C(c1cccc2c1C(=O)N(C1CCCCC1)C2)N1CCN(c2ccc(F)cc2)CC1	103	0.1
Cc1ccc(NC(=O)CN2C(=O)CCc3cc(S(=O)(=O)N4CCOCC4)ccc32)c(C)c1	110	0.9
CC(=O)N1CCc2c(sc3c2c(=O)n(CCc2ccccc2)c(=O)n3Cc2ccccc2C)C1	107	0.6
COc1ccc(N2CCN(CCCNC(=O)C3CCCN(S(=O)(=O)c4c(C)noc4C)C3)CC2)cc1 (stereo unspecified)	106	2

Going on with the list:
SMILES	Polio RdRp inh	Polio RdRp inh FP z-score
O=C(/C=N/O)Nc1cccc(F)c1	99	-0.2
CCn1c(C)nc2cc(C(=O)NN=C3CCN(C)CC3)ccc21	98	-0.1
c1ccc(-c2ccccc2NC2=NCCS2)cc1	100	-0.4
On1c(-c2ccccc2Cl)nc2c1CCc1nonc1-2	105	0.2
N#CC1=CC=C(c2ccc(Cl)cc2)NC1SCc1nc2ccccc2[nH]1 (stereo unspecified)	120	1.4
CCOC(=O)c1cc(-c2ccccc2)n(CCC(=O)N(C)Cc2ccccc2)c1	103	0.6
O=C1C(c2ccc(F)cc2)N(CCc2ccc(Cl)cc2)C(=O)CN1C1CCCCCC1 (stereo unspecified)	115	1.3
Cc1ccccc1C(=O)OCc1cc(=O)n2nc(C(C)C)sc2n1	109	0.5
COc1ccc(CNC(=O)OCc2nccnc2C(=O)Nc2ccc(Br)cn2)cc1	101	-0.5
c1ccc2c(COn3nnc4ccccc43)cccc2c1	98	-0.3
NCCS	102	0.3
CN(C(=O)CSc1nc(C2CCCC2)nc2c1c(=O)n(C)c(=O)n2C)c1ccccc1	111	0.8
Oc1nc2ccccn2c1-c1c(O)nc2ccccn12	21*	-17*
CC(Cc1ccccc1)NC(=O)CC(c1ccccc1)c1cc(Br)ccc1O (stereo unspecified)	103	0.3
Cc1cc(I)ccc1NC(=O)CSc1ncn[nH]1	101	-0.1
Cc1ccccc1OCC1=NN2C(=N)/C(=C\c3ccc(SCc4ccco4)o3)C(=O)N=C2S1	103	1.8
CCOc1ccc(NS(=O)(=O)c2ccc(NC(=O)N3CCCC3)cc2)cc1	102	-1.3
CCCn1c(=O)c(-c2noc(-c3ccc(Cl)cc3)n2)nn(-c2ccccc2)c1=O	101	-0.4
CN(c1ccccc1)C(c1ccc(F)cc1)c1nnnn1C1CCCC1 (stereo unspecified)	102	0.2
CCc1ccc(-n2nc(C)c3c(C)cc(=O)n(CC(=O)Nc4ccc(C(C)=O)cc4)c32)cc1	105	-0.1
CCN1CCN(C(c2ccccc2Cl)c2c(O)cc(C)n(CCOC)c2=O)CC1 (stereo unspecified)	110	0.4
Nc1cc(C(=O)O)ccc1Nc1ccccc1	99	-0.9
COc1ccc(/C=N/n2cnnc2)cc1	103	0.2
CCc1c(C)nc(SCC(=O)N2CC(C)OC(C)C2)[nH]c1=O (stereo unspecified)	104	0.2
COc1ccc(-c2nc3sc(CCNS(=O)(=O)c4ccc(F)c(C)c4)c(C)n3n2)cc1	106	-0.1
O=C(Cn1c(=O)sc2ccccc21)Nc1cccc(Cl)c1	98	-0.6
CN(Cc1ccccc1)C(=O)c1ccc(N2CCCC2=O)cc1	102	-0.4
COCCCNC(=O)c1ccc(Cn2c(=O)c3ccccc3n(Cc3ccc(C)cc3)c2=O)cc1	110	0.4
COc1ccc(OCc2nnc(SCC(=O)N3C(C)CCCC3C)o2)cc1 (stereo unspecified)	104	0.8
CC(C)(C)NC(=O)CCc1nc(-c2ccccc2)no1	101	-0.1
O=C(COC(=O)c1cnccn1)c1ccc(Cl)cc1	109	0.8
COc1cccc(Cn2c(-c3cscn3)nc3ccccc32)c1	103	0.2
O=C(NCCN1CCN(Cc2ccccc2C(F)(F)F)CC1)Nc1ccccc1	101	0.2
COc1ccc(NC(=O)N(Cc2ccc(C)cc2)Cc2ccccn2)c(OC)c1	104	1.5
O=C(c1ccc(Cl)cc1)N1CCS(=NS(=O)(=O)c2ccc(Cl)cc2)CC1	103	0.4
CCc1cccc(C)c1NC(=O)Cn1ncc2c3ccccc3n(Cc3ccccc3)c2c1=O	112	0.4
Cc1cc(C)c2c(c1)/C(=N/N)CCC2	105	0.4
Cc1cc(=O)oc2c(C)c(OCC(=O)OC(C)C)ccc12	101	0.3
Oc1ccc(CN2CCCCC2)nc1-c1ccccc1	99	-0.5
COc1ccc(C(=O)Nc2nccs2)c(F)c1	104	0.2
O=C(Nc1nnc(N2CCCCCC2)s1)Nc1ccccc1C(F)(F)F	110	0
CC(C)CCN1Cc2ccccc2C1	100	-0.3
CCC1(CC)C(=O)NC(=S)N(C)C1=O	102	0.7
COc1ccc(OC(=O)c2nc(SCc3ccccc3F)ncc2Cl)cc1	108	0.1
O=C(NCc1ccco1)c1ccccc1C(=O)c1ncc[nH]1	109	0.6
Cc1ccc2nc(Nc3cccc(C(F)(F)F)c3)c(C#N)cc2c1	105	0.2
N#Cc1ccc(C(=O)NC2CCS(=O)(=O)C2)cc1 (stereo unspecified)	102	-0.2
Cc1ccc2occ(-c3cc(-c4ccc(Cl)cc4)nc4c3COc3ccccc3-4)c(=O)c2c1	109	1.1
O=C(CCN1C(=O)C2C3C=CC(C3)C2C1=O)NCCc1ccccc1 (stereo unspecified)	102	0.6
CCc1ccccc1NC(=O)CCn1c(=O)c2cccn2c2ccccc21	103	0.7
Cc1noc(C)c1Cn1cnc2scc(-c3ccc(Br)cc3)c2c1=O	101	-0.3
N=c1sccn1Cc1ccccc1	105	-0.2
CCCC(=O)c1cc(F)c(N2CCN(C)CC2)cc1C	103	0
O=C(c1ccccc1)N1CC2CC(C1)c1cccc(=O)n1C2 (stereo unspecified)	98	-0.4
Cc1ccc(/C=C(\C#N)C(=O)Nc2cc(C)ccc2C)cc1	105	0.3
COc1ccc(S(N)(=O)=O)cc1C(=O)OCC(=O)N1c2ccccc2NC(=O)C1(C)C	106	0.2
COc1ccc(OC)c(NC(=O)c2ccccc2)c1	106	1.2
S=c1[nH]nc(Cc2ccccc2)n1Cc1ccccc1	103&103	-0.2&0.2
Cc1coc2c(Cl)cc(Cl)cc2c1=O	102	0.1
COc1ccc(Cn2nnnc2C(c2cccs2)N2CCOCC2)cc1 (stereo unspecified)	98	-1.1

(list continues)
SMILES	Polio RdRp inh	Polio RdRp inh FP z-score
Cc1ccc(NC(=O)CN(C)C(=O)CSc2nccn2C)cc1	103	-0.2
Nc1ccc(Cl)c(C(F)(F)F)c1	102	0.4
COc1ccc(NC(=O)c2ccc3c(SCC(=O)O)c4c(nc3c2)CCCC4)c(OC)c1	99	-0.4
COc1ccc(OC)c(NC(=O)COCc2cc(-c3ccc(F)cc3)on2)c1	106	-0.3
COc1ccc(NC(=O)C(=O)NCCc2csc3nc(-c4ccccc4C)nn23)cc1	102	-0.1
CCSc1nc2sc3c(c2c2n[nH]c(=S)n12)CCCC3	102	0
Cc1c(C(=O)NCCN(C)C)oc2c1-c1nn(Cc3cccc(Cl)c3)cc1CC2	105	-0.4
O=C(O)c1ccc(CSc2ccccn2)cc1	102	0
CCc1ccc(N(CC(=O)NCC2CCCO2)S(C)(=O)=O)cc1 (stereo unspecified)	103	0.4
C=CCn1c(NCCO)nc2sc3c(c2c1=O)CCC3	105	2.4
COc1ccccc1Nc1nc(-c2ccccc2Cl)c2cc(Br)ccc2n1	101	-0.4
Cc1nc(Sc2nc3ccccc3o2)c2c3c(sc2n1)CCCC3	100	-0.2
C[C@H]1O[C@H](OC2[C@@H](O)[C@@H](O)C(O)[C@H](O)[C@H]2O)[C@@H](N)C[C@@H]1N=C(N)C(=O)O (stereo partly specified)	99	0.2
COc1cccc(NC(=S)NC(C)(C)C)c1	101	0.1
CCOC(=O)c1cccc(NC(=O)C2CCCN(c3nnc(C)c4c(C)n(-c5ccccc5)nc34)C2)c1 (stereo unspecified)	110	0.8
O=C(COc1ccccc1C(=O)NCc1ccccc1)Nc1cccc2nsnc12	102	-0.2
CN1C(=O)c2ccccc2Sc2ccc(NC(=O)Cc3ccc(Cl)cc3)cc21	96	-1.7
CCN(C(=O)CSc1nnc(-c2cc(OC)c(OC)c(OC)c2)o1)c1ccccc1	105	-0.6
CCCN1CCN(CCCNC(=O)CN2C(=O)C(c3ccccc3)Oc3cccnc32)CC1 (stereo unspecified)	101	-0.3
CC(=O)N1CCc2cc(CNS(=O)(=O)c3cccs3)ccc21	114	1.5
Cc1ccc(-c2oc(N)c(C#N)c2-c2ccc(C)cc2)cc1	99	-0.8
CCOc1ccc(-c2nc3cc(NC(=O)COc4cccc(C)c4)ccc3o2)cc1	104	0.3
c1cnc(-c2nnc3sc(C45CC6CC(CC(C6)C4)C5)nn23)cn1	99	-0.7
CC1CN(c2ccc(NC(=S)Nc3ccc(N4CC(C)OC(C)C4)cc3)cc2)CC(C)O1 (stereo unspecified)	112	1.7
O=C(COC(=O)C12CC3CC(CC(O)(C3)C1)C2)c1ccc[nH]1	105	0.4
CCOC(=O)C1CCN(CCC(=O)Nc2ccccc2Cl)CC1	101	-0.5
O=C(Cc1cccs1)NC1CC(=O)N(c2ccc(F)cc2)C1 (stereo unspecified)	101	-1.3
COC(=O)c1cccc(COC(=O)c2cc(=O)[nH]c3ccccc23)c1	102	1
COc1ccc(CC(=O)Nc2ccc(-c3nc4ccccc4s3)c(C)c2)cc1OC	99	-1.8
CCOC(=O)c1cc(C#N)c(=S)[nH]c1N	106	0.4
